# Screening results (PubChem)
# CHO-K1 Ca PAM: nonselective calcium activators in parental CHO-K1 cells, primary screen, counter-screen for M1 PAM project, cell-based, Fluo-8 calcium fluorescence, full deck, 1536-well; activation, % at 3 µM; ATP EC20; 0% at ATP EC20, 100% at ATP max; actives 0.02% (n = 360,000);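 active means activation above the run cutoff, the mean activation of all test compounds plus 3 SD, cut at about 40% in these data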;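 further: peak over basal fluorescence ratio in a 140 s read after ATP addition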
# TAAR1 ag: human TAAR1 agonists, primary screen, Fluo-8 calcium fluorescence, CHO RD-HGA16 cells. Trace amine-associated receptor 1 (Homo sapiens), Q96RJ0. vehicle wells 0%, saturating PEA agonist 100%. activation, % at 3 µM. actives 0.99% (n = 360,000);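 active means activation above the mean activation of all test compounds in the run plus 3 SD, cut at about 38% in these data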
#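 test system = CHO RD-HGA16 cells carrying human TAAR1 plus Gα16 | schedule = 17-24 h seeding, 75 min 37 °C dye, 30 min RT | compound dosing = 3 µM single concentration | control set = DMSO and PEA EC100 | replicates = n 1 | signal = Fluo-8 fluorescence, 5 s baseline then 140 s kinetic read | measure = percent activation vs PEA EC100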
# CRFBP-R2 block: antagonists of CRF-BP/CRF-R2 complex, primary screen, cell-based, HEK293, calcium dye fluorescence, uHTS. CRF-induced calcium fluorescence. inhibition, % at 11.8 µM. actives 0.59% (n = 350,000). AID 588475, 2011;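 active means inhibition of the ligand-induced calcium signal above about 50% at the single tested concentration, limit read from the data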
# TAAR1 antag: human TAAR1 antagonists, primary screen, Fluo-8 calcium fluorescence, CHO RD-HGA16 cells. Trace amine-associated receptor 1 (Homo sapiens), Q96RJ0. antagonist. inhibition, % at 3 µM. actives 1.5% (n = 360,000);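 active means inhibition above a per-plate cutoff, the mean inhibition of test compounds on that plate plus 3 SD, cut at about 49% in these data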;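 further: 0% = DMSO plus EC80 beta-PEA response and 100% = DMSO alone without agonist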
#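 System: CHO RD-HGA16 cells bearing hTAAR1. Reagent: EC80 β-phenethylamine stimulus. Schedule: seeding 17-24 h prior, 75-min 37 °C, 30-min RT dye loading. Signal: Fluo-8 intracellular calcium dye fluorescence, real-time kinetic reads. Read-out: % inhibition from peak post-agonist over basal fluorescence ratio. Benchmarks: vehicle wells and EC80 agonist wells. Replicates: n of 1.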
# M4 PAM: human M4 muscarinic receptor positive allosteric modulators, primary screen, CHO-K1 cells, Fluo-8 calcium fluorescence. CHO-K1 hM4/Gqi5, ACh EC20; 0% = ACh EC20, 100% = maximal ACh. activation, % at 3 µM. actives 0.4% (n = 360,000). AID 624126, 2012;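 active means activation above its plate's cutoff, the mean activation of sample wells plus 3 SD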; further: some results filed as inactive read as strong as hits
# Target sequence (P08173 whole entry, looked up): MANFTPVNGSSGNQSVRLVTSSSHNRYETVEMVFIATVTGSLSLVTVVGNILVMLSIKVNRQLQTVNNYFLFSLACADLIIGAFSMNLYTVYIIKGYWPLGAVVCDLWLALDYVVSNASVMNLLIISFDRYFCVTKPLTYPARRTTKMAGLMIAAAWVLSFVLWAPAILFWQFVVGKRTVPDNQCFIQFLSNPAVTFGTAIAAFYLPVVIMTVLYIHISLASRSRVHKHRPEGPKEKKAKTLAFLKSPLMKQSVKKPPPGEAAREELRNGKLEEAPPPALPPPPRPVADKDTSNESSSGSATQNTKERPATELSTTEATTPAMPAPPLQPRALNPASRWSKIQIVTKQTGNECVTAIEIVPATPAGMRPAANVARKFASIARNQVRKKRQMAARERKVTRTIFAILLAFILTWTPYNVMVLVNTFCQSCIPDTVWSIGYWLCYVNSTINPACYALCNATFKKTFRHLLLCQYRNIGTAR
# M5 antag: human M5 muscarinic receptor antagonists, primary screen, CHO cells, Fluo-8 calcium fluorescence; actives 0.59% (n = 360,000); inhibition, % at 3 µM; CHO-hM5 cells, ACh EC80; Muscarinic acetylcholine receptor M5 (Homo sapiens), P08912;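 active means inhibition above a per-plate cutoff, the mean of that plate's test compounds plus 3 SD, cut at about 27% in these data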;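 further: 0% = acetylcholine EC80 with DMSO and 100% = DMSO without agonist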
# Target sequence (P08912 whole entry, looked up): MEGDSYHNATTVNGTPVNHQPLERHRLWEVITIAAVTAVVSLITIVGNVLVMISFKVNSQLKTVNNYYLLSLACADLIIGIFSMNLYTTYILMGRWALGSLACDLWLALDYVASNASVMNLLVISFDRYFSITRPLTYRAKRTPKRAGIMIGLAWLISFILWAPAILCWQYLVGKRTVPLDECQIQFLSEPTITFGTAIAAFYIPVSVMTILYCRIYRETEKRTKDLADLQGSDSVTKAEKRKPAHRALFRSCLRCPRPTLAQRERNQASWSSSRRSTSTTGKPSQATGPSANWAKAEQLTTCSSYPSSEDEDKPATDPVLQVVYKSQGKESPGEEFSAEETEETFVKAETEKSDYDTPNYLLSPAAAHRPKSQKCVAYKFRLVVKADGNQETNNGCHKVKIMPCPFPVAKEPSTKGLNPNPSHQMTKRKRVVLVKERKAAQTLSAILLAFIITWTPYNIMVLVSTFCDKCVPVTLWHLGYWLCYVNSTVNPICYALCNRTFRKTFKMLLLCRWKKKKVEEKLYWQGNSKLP
# M5 PAM: human M5 muscarinic receptor positive allosteric modulators, primary screen, CHO-K1 cells, Fluo-8 calcium fluorescence; Muscarinic acetylcholine receptor M5 (Homo sapiens), P08912; CHO-K1 hM5, ACh EC20 PAM; 0% = ACh EC20, 100% = ACh EC100; activation, % at 3 µM; actives 0.3% (n = 360,000); AID 624038, 2012;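 active means activation above the run cutoff, the mean activation of all test compounds plus 3 SD, cut at about 18% in these data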
#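 system = human M5 receptor in CHO-K1 cells | reagent = EC20 acetylcholine as agonist stimulus | compound dosing = single-point, 3 µM nominal | incubation = Fluo-8 loading 80 min at 37 °C plus 30 min room temperature | detection = Fluo-8 calcium dye fluorescence, kinetic read | benchmarks = low control EC20 acetylcholine (0%), high control EC100 acetylcholine (100%)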
# CRFBP-R2 agonist: agonists of CRF-BP/CRF-R2 complex, primary screen, cell-based, HEK293, calcium dye fluorescence, uHTS; actives 0.46% (n = 350,000); activation, % at 13.2 µM; CRF-binding protein / CRF receptor 2 complex (human); calcium dye fluorescence (FLIPR); percent of saturating CRF peptide response; AID 588473, 2011;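 active means activation of at least 50%, plus an integration ratio under a set limit after plate pattern correction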;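 further: plate controls were neutral control wells without compound for no effect and CRF at EC100 for full effect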
# CHRM5 agonist: human M5 muscarinic receptor agonists, primary screen, CHO-K1 cells, Fluo-8 calcium fluorescence; actives 0.19% (n = 360,000); Muscarinic acetylcholine receptor M5 (Homo sapiens), P08912; CHO-K1 hM5 cells; 0% DMSO wells, 100% maximal acetylcholine response; activation, % at 3 µM; AID 624037, 2012;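 active means activation above the run's mean over test compounds plus 3 SD, cut at about 23% in these data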;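 further: signal is peak over basal fluorescence ratio across the kinetic read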
# An asterisk follows results filed as active; x = no result given; & = joins results of further samples.
SMILES,CHO-K1 Ca PAM,TAAR1 ag,CRFBP-R2 block,TAAR1 antag,M4 PAM,M5 antag,M5 PAM,CRFBP-R2 agonist,CHRM5 agonist
COc1ccc(OC)c(S(=O)(=O)NC(=O)C2(C)CCN2C(=O)c2ccco2)c1 (stereo unspecified),13.2,2.0,x,-25.8,3.1,-4.3,4.9,x,-0.2
Cc1nn(CC(=O)N/N=C/c2ccc3c(c2)OCO3)c(C)c1Br,-0.9,-1.0,9.6,-16.2,-5.6,5.1,-6.9,-1.5,-5.4
CN(C(=O)COc1ncnc2c1cnn2-c1ccccc1)C1CCCCC1,7.4,0.8,3.4,-14.3,-6.3,-2.8,3.6,0.3,1.4
COc1ccc(C2CC(C(F)(F)F)n3nc(C(N)=O)c(Cl)c3N2)cc1OC (stereo unspecified),16.2,7.5,-2.6,0.5,0.0,0.6,1.8,-0.3,0.1
NS(=O)(=O)c1ccc(NC(=O)Cn2ncc3c2-c2ccccc2OC3)cc1,-1.1,1.7,-7.3,-1.0,1.1,11.3,-4.1,-3.4,2.9
Cc1ccc(N2C(=O)c3ccc(C(=O)O)cc3C2=O)cc1C,-4.8,9.0,4.0,31.2,1.9,-2.9,-1.6,-1.5,-1.8
Cc1cc(C(=O)NCCCN2CCOCC2)n(-c2ccccc2)n1,-8.5,0.2,4.9,-11.1,0.5,-0.1,-2.0,-0.6,0.2
Cn1nc(C(F)(F)F)c2cc(C(=O)Nc3ccc(C(F)(F)F)cc3)sc21,-28.1,20.5,6.5,5.0,0.2,7.9,0.0,0.8,-0.1
O=C(NC1CC1)c1cc(-c2ccccn2)nc2ccccc12,5.4,8.9,13.7,23.2,-1.3,3.2,-6.3,-0.5,-2.6
CCc1nc2c(OCCc3cccc(OC)c3)cccn2c1N(C)C(=O)c1ccc(C)cc1,10.5,-2.8,x,-4.2,-0.3,1.2,-1.2,x,-3.7
CCN(CC)CC(=O)Nc1sc(C)c(C)c1C(=O)c1ccc(C)cc1,13.2,0.9,-21.8,-40.2,8.1,-3.6,5.7,3.3,1.1
O=C(c1ccccc1F)N(Cc1cccnc1)Cc1cc2cc3c(cc2[nH]c1=O)OCCO3,10.5,3.3,-26.0,-3.4,4.4,10.9,-5.1,-0.4,1.2
COc1ccccc1NC(=O)Nc1cc(C(C)C)ccc1C,-0.2,-0.9,7.0,0.8,-2.8,7.5,-5.4,-0.4,-0.4
Cc1ccc(-c2nc(N)sc2C)cc1,17.8,-2.0,6.0,-21.5,-5.7,-5.1,3.1,0.0,-6.2
O=C(CN1CCN(Cc2ccccc2Cl)CC1)N/N=C/C=C/c1ccco1,8.3,4.3,-2.0,-17.3,-5.4,16.5,-6.1,-0.7,-2.7
COc1ccc(NC(=O)Cc2ccccc2)cc1,3.9,2.7,-4.7,3.0,10.4,0.6,11.4,-0.5,-8.7
Cc1nn(Cc2c(Cl)cccc2Cl)c(C)c1NC(=O)CCCn1nc([N+](=O)[O-])c(Cl)c1C,22.7,2.8,24.0,-0.2,-6.3,13.3,-13.8,-2.6,-4.0
Cc1cccc(OCc2nnc(SCC(=O)N3CCCCC3)o2)c1,10.9,-1.6,5.3,7.3,7.0,17.2,-3.2,-1.5,-3.3
CCCCNC1CCS(=O)(=O)C1 (stereo unspecified),-3.4,1.4,-7.7,7.5,18.9,5.9,-0.5,0.3,0.9
NS(=O)(=O)c1ccc(CNC(=O)C2CCCCC2)cc1,10.3,5.0,15.7,-7.2,-4.5,5.3,-4.7,0.4,-1.8
CCOc1ccc(/C=N/OCC(=O)Nc2cc(S(=O)(=O)N3CCOCC3)ccc2OC)cc1,14.4,-2.9,-0.2,-6.2,3.4,10.6,2.8,3.0,-4.3
Cc1ccc(OCC(=O)Nc2cc(-c3nn4c(C)nnc4s3)ccc2C)cc1,17.2,-1.2,15.5,-18.8,4.5,-7.7,1.4,0.1,0.9
CC(C)N(C)CCOC(=O)c1ccccc1Cl,-10.2,3.4,-7.8,-4.5,-10.6,5.4,-13.2,-0.9,-7.4
CS(=O)(=O)N(CC(=O)Nc1ccccc1C(=O)NCc1ccccc1)c1ccc2c(c1)OCCO2,20.3,4.6,-9.2,35.8,-17.5,-6.1,-9.4,-0.6,9.9
O=C(O)CSc1c(-c2ccccc2)c2cc(Cl)ccc2[nH]c1=O,-9.0,7.1,-0.8,6.2,4.6,-8.4,4.0,0.5,0.9
O=C(O)c1ccc(NS(=O)(=O)c2ccc3c(c2)C(=O)c2cc(S(=O)(=O)Nc4ccc(C(=O)O)cc4)ccc2-3)cc1,17.2,4.1,1.2,-14.4,8.2,1.5,3.1,0.9,1.0
Cn1c(Cc2ccccc2)nnc1SCc1nc2ccccc2c(=O)[nH]1,-12.7,1.2,24.3,-11.5,5.0,-9.0,6.6,-6.9,-0.2
CN(Cc1ccccc1)C(=O)COC(=O)c1ccc(-n2cnnn2)cc1,-24.0,7.2,-13.2,-5.0,1.2,2.6,-3.8,0.2,2.8
O=C(NCc1n[nH]c(=S)n1-c1cccc(C(F)(F)F)c1)c1ccc(S(=O)(=O)N2CCCCC2)cc1,-11.4,-3.4,6.4,-3.4,-6.1,12.9,-1.6,-2.3,-4.5
CN(Cc1cccc(Cl)c1Cl)C(=O)CCNC(=O)c1ccco1,4.6,0.8,-3.2,-1.6,4.9,20.4,-6.9,-3.2,-2.2
CCCc1cc(=O)n2[nH]c(SCc3ccc(Cl)cc3)nc2n1,-2.5,-1.5,0.0,-18.1,0.8,-17.3,6.4,-0.4,-3.8
CC1(C)Cc2c(C#N)c(SCc3ccccc3)nc(N3CCOCC3)c2CO1,-0.7,-1.8,1.7,9.9,7.7,-0.5,-2.8,1.6,2.6
Cc1ccc(-n2nnnc2SC(C)C(=O)Nc2ccc(Cl)cn2)cc1 (stereo unspecified),-8.9,1.5,-32.5,5.0,-10.7,3.8,-13.7,2.0,-2.7
O=C1N=C(N2CCOCC2)S/C1=C\c1ccccc1OS(=O)(=O)c1ccccc1,3.2,2.3,-6.7,-28.9,-6.3,8.5,-6.9,1.5,-0.4
CCN(CC)C(=O)C1=C(C)N(CCCN2CCCC2=O)C(=O)C(CC(=O)NCC2CCCCC2)C1 (stereo unspecified),-5.1,1.3,-2.8,-17.9,4.6,-4.1,1.9,-0.6,1.3
O=C(Nc1ccc(S(=O)(=O)N2CCOCC2)cc1)c1ccc(Cl)c([N+](=O)[O-])c1,-1.1,12.1,56.3*,17.5,1.9,4.8,-2.0,-0.1,-1.0
CCC(C)(C)NC(=O)CN(C(=O)CCC(=O)Nc1cc(C)ccn1)c1ccc2c(c1)OCCO2,-2.7,9.8,22.7,-11.6,-0.7,-0.5,-6.7,-1.8,-0.6
O=C(NCc1ccc(F)cc1)C1CCN(S(=O)(=O)c2ccc3c(c2)OCCCO3)CC1,13.6,0.9,0.9,-12.4,-3.7,0.8,-3.6,-0.1,-0.8
CC(C)c1cc(C(=O)Nc2cccc(C(F)(F)F)c2)no1,-12.0,6.8,-64.6,3.1,-0.8,-3.6,-1.9,2.9,-15.6
O=C(COC(=O)c1ccc2c(c1)OCCO2)Nc1cccc(S(=O)(=O)N2CCOCC2)c1,16.9,5.2,4.6,-24.9,-2.5,5.7,-3.1,-0.9,1.9
CC(Oc1cccc(Cl)c1)c1ccnc2nc(/N=C/N(C)C)nn12 (stereo unspecified),1.5,2.0,-10.2,-3.2,-3.6,2.7,-0.4,-0.3,-4.8
O=C(Nc1ccccc1N1CCN(C(=O)c2ccc(Cl)cc2)CC1)c1cc(Br)ccc1Cl,-0.1,1.0,7.2,6.9,-4.8,-0.8,-3.2,3.9,0.7
CN1C(C(=O)Nc2ccc(OC(F)(F)F)cc2)=CC(c2ccco2)=NS1(=O)=O,-11.8,-2.6,1.0,-13.6,-0.9,1.5,-1.0,-0.1,0.9
Cc1cc(C(=O)Nn2c(C3CCCCC3)nc3ccccc3c2=O)ccc1[N+](=O)[O-],16.7,7.3,-3.1,6.5,6.6,1.0,-3.1,7.8,-4.4
C=CCNC(=O)C1(S(=O)(=O)c2ccccc2)CC=CC1,18.9,1.8,-3.6,3.0,16.1,4.0,4.3,-1.3,-4.7
Cc1ccc(OCC(O)CNC(=O)c2ccccc2C(=O)O)cc1 (stereo unspecified),1.2,2.5,7.8,12.9,-5.9,0.3,-0.8,1.0,-3.5
N#Cc1cc(C(=O)c2cc(Br)ccc2O)cn(C2CCCCC2)c1=O,1.5,11.6,13.0,-23.9,3.3,3.1,0.9,23.9,-1.9
Cc1ccc(-n2c(O)c(/C=N/n3cnnc3)c3ccccc3c2=O)cc1,15.9&27.2,-0.9&1.1,-16.9&-31.5,-8.0&-0.8,-1.9&7.2,-5.3&-5.8,-3.1&-3.9,0.8&6.8,1.3&1.2
CCc1nc(C#N)c(N2CCOCC2)o1,14.6,2.8,4.1,-17.1,3.7,-10.3,0.9,-0.3,-1.8
COc1ccc([C@H]2CC(=O)C=C(c3ccc(Cl)c(Cl)c3)C2)cc1,14.8,5.4,-13.5,7.3,4.6,5.1,4.5,-0.4,5.0
# Other structures follow.
SMILES,CHO-K1 Ca PAM,TAAR1 ag,CRFBP-R2 block,TAAR1 antag,M4 PAM,M5 antag,M5 PAM,CRFBP-R2 agonist,CHRM5 agonist
CN(Cc1ccccc1)C(=O)CCS(=O)(=O)c1ccc2c(c1)oc(=O)n2C,12.4,0.9,3.1,-7.8,-0.1,-4.0,7.1,0.3,1.3
Cc1ccc2nc(SCC(=O)Nc3cc(C)on3)nc(=O)n2c1,-3.3,1.5,13.3,-13.5,-4.1,-0.5,2.3,-0.2,2.3
Cc1ccc(N(C(=O)CNC(=O)c2ccco2)C(C(=O)NC2CCCC2)c2cccnc2)cc1F (stereo unspecified),2.9,3.8,6.2,-15.7,-2.6,1.3,7.3,1.0,-2.0
CC1=NNC(=O)C1CCC(=O)N/N=C/C(Br)=C/c1ccccc1 (stereo unspecified),10.0,3.8,-14.1,-2.7,1.1,1.5,-0.1,-2.5,-1.3

# Ordered by the number under CHRM5 agonist (descending): 3 of the compounds above
Molecule	CHRM5 agonist
NS(=O)(=O)c1ccc(NC(=O)Cn2ncc3c2-c2ccccc2OC3)cc1	2.9
CN(Cc1ccccc1)C(=O)CCS(=O)(=O)c1ccc2c(c1)oc(=O)n2C	1.3
Cc1cc(C(=O)Nn2c(C3CCCCC3)nc3ccccc3c2=O)ccc1[N+](=O)[O-]	-4.4
